Assay outcomes (PubChem)
NCOA2 inhibitor: human SRC2 (NCOA2) inhibition | Q15596 | HEK293 GAL4-SRC2 luciferase reporter, luminescence | inhibition, % at 9 µM | 0.17% of 370,000 active | AID 651957;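 active means inhibition above the mean inhibition of all tested compounds plus 3 SD, set per campaign, cut at about 52% in these data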;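 further: 0% = DMSO treated cells and 100% = cells given Gossypol at 36 µM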
SRC3 inh: inhibits human SRC3 coactivator. AID 588352. 0.17% of 360,000 active. HEK293 GAL4-SRC3 luciferase reporter, luminescence. inhibition, % at 3.6 µM. Q9Y6Q9;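 active means inhibition above a per-campaign cutoff, the mean of all compounds plus 3 SD, cut at about 60% in these data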;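 further: 0% = DMSO-treated cells and 100% = gossypol-treated cells at 36 µM; higher means less SRC3-driven luciferase light from the GAL4 reporter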
Target sequence (Q9Y6Q9 whole entry, looked up, the tested form may be a part): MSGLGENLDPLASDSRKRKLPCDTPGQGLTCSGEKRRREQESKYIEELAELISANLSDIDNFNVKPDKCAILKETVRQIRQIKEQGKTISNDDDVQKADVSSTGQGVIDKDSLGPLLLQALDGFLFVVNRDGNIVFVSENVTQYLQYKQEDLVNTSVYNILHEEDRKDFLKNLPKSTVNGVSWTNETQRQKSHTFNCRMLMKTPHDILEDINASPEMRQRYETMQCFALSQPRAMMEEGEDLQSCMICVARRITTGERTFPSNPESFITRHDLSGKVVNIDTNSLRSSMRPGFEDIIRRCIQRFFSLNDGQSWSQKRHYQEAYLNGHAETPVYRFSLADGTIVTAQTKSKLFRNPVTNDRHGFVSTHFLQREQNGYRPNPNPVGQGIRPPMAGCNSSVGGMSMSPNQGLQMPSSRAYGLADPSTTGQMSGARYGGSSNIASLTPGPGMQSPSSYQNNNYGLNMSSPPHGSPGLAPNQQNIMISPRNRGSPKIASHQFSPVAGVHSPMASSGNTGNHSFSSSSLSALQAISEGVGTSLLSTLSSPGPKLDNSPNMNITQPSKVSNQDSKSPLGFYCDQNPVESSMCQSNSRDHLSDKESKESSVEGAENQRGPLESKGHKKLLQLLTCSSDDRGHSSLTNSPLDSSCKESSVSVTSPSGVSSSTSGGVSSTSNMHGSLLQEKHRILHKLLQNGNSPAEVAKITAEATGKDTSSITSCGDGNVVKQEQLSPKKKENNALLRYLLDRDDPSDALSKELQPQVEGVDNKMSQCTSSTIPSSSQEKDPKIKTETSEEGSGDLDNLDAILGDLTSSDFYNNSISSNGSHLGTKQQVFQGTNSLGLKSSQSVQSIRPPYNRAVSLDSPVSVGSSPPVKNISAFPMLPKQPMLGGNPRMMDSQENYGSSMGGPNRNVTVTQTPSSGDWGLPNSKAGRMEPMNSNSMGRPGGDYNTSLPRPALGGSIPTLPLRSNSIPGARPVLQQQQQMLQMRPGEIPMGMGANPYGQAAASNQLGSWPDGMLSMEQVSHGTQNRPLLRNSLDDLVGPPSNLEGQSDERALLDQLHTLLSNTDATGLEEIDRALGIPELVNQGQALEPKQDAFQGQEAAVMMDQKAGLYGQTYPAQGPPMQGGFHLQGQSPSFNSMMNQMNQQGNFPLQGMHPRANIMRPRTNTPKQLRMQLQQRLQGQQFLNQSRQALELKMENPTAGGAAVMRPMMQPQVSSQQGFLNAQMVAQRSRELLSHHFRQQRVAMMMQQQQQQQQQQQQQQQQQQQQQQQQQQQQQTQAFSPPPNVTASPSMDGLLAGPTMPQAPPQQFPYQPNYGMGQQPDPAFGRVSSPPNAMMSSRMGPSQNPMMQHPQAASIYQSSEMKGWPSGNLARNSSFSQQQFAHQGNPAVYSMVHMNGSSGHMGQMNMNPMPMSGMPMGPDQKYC
LRH-1 inv ag: inverse agonists of human LRH-1 (NR5A2); 0.13% of 360,000 active; AID 602396; inhibition, % at 3.6 µM; O00482; HEK293T StAR-luciferase reporter, LRH-1 transfected, 24 h;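 active means inhibition above the mean inhibition of all tested compounds plus 3 SD, cut at about 73% in these data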;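 further: 0% = DMSO wells and 100% = reporter-only cells lacking LRH-1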
C8 TRAIL sens: sensitizes caspase-8 expressing cells to TRAIL; NB7+C8 cells + TRAIL, ATPlite viability luminescence; inhibition (viability loss, TRAIL sensitization), % at 10 µM; 1% of 360,000 active;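 active means compounds causing at least 50% loss of cell viability in the single-dose screen, relative to plate controls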
LMP1 NFkB inh: Epstein-Barr LMP1 NF-kappaB reporter inhibition; inhibition, % at 12.5 µM; LMP1-induced NF-kappaB luciferase reporter cells, luminescence; 0.69% of 350,000 active; in the data active means inhibition above about 41%;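 further: 0% = neutral control wells and 100% = reference inhibitor control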
NCOA1 inh: inhibitors of human steroid receptor coactivator 1 (SRC1); inhibition, % at 3.6 µM; 0.12% of 360,000 active; AID 588354; HEK293 GAL4-SRC1 luciferase reporter, luminescence;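 active means inhibition above the campaign mean plus 3 SD, with each screening campaign given its own cutoff, cut at about 60% in these data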;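 further: 0% = DMSO treated cells and 100% = gossypol at 36 µM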
TROY NFkB inh: inhibitors of TROY-dependent NF-kB signaling; inhibition, % at 10 µM; Q293 LMP1-TROYcd NF-kB luciferase reporter, 4 h; 0.98% of 360,000 active;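 active means compounds whose plate-normalised and pattern-corrected inhibition of the luciferase reporter signal at the single screening dose is 50% or more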
NOD2 RIPK2 PPI: blocks binding of human NOD2 to RIPK2 | O43353 | CHO BLA complementation NOD2-RIPK2, CCF4 ratio | inhibition, % at 4.98 µM | 0.38% of 360,000 active | AID 624267; in the data active means inhibition above about 21%;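 further: 0% = vehicle only and 100% = reference blocker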
TLR9-MyD88 inh: inhibitors of human TLR9-MyD88 binding | CHO BLA complementation TLR9-MyD88, CCF4 FRET ratio | 0.21% of 340,000 active | AID 504734 | inhibition, % at 4.98 µM;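 active means inhibition above the mean over all tested compounds plus 3 SD, cut at about 21% in these data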;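 further: 0% = DMSO only wells and 100% = clavulanate BLA inhibitor control wells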
COUP-TFII inh: blocks human COUP-TFII nuclear receptor; P24468; 0.7% of 370,000 active; inhibition, % at 8.6 µM; HEK293T NGFI-A luciferase reporter, luminescence;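 active means inhibition above a per-plate cutoff, mean inhibition of test wells between control levels plus 3 SD, cut at about 38% in these data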;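 further: cells cotransfected with COUP-TFII expression vector driving the NGFI-A reporter; 0% = median of COUP-TF2 test wells and 100% = reporter-only cells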
TWEAK Fn14 block: blocks TWEAK-Fn14 interaction in a reporter cell assay; TWEAK-stimulated Fn14 reporter cells, luciferase luminescence, 8 h; 2% of 360,000 active; inhibition, % at 10 µM; in the data active means inhibition above about 50%
The depositor's hits bear a star; . = no result given. An excerpt. The share of hits here may be higher or lower than overall.

Labels used below – A = NCOA2 inhibitor; B = SRC3 inh; C = LRH-1 inv ag; D = C8 TRAIL sens; E = LMP1 NFkB inh; F = NCOA1 inh; G = TROY NFkB inh; H = NOD2 RIPK2 PPI; I = TLR9-MyD88 inh; J = COUP-TFII inh; K = TWEAK Fn14 block
COC(=O)C1=C(c2ccc(Cl)c(C(F)(F)F)c2)C[C@@H]2CC[C@H]1N2C(=O)NCCCOC(C)C
  A: . | B: -1 | C: 6 | D: 2 | E: -13 | F: 0 | G: -23 | H: 7 | I: -7 | J: . | K: 6
O=[N+]([O-])c1ccc2c(c1)Cc1cc(O)ccc1-2
  A: 7 | B: -29 | C: -3 | D: 10 | E: 10 | F: -14 | G: -29 | H: 5 | I: 1 | J: -2 | K: -38
c1ccc(OCC2CO2)cc1 (stereo not given)
  A: -15 | B: 12 | C: -7 | D: 2 | E: 5 | F: -11 | G: 6 | H: -5 | I: 1 | J: 5 | K: 4
O=[N+]([O-])c1[nH]cnc1Br
  A: 14 | B: -8 | C: 10 | D: 11 | E: 1 | F: -67 | G: -5 | H: -10 | I: -5 | J: 4 | K: -1
CC1(C)NC(=O)[C@H]2CCCN21
  A: -14 | B: -28 | C: -8 | D: -14 | E: 1 | F: -2 | G: -20 | H: -1 | I: -2 | J: 11 | K: 6
COc1ccccc1N1CCN(Cc2cccc(Br)c2)CC1
  A: 7 | B: -6 | C: 2 | D: -12 | E: 7 | F: 0 | G: 15 | H: -2 | I: -8 | J: -2 | K: 0
Cc1cc(OCc2nn[nH]n2)c2c3c(c(=O)oc2c1)CCC3
  A: 16 | B: 9 | C: 0 | D: 4 | E: 3 | F: 5 | G: -5 | H: -4 | I: -2 | J: 8 | K: -3
CCOC(=O)C(=CNc1ccc(C(O)(C(=O)OCC)C(F)(F)F)cc1C)C(=O)OCC (stereo not given)
  A: 5 | B: 1 | C: 3 | D: 73* | E: 31 | F: -10 | G: 4 | H: -7 | I: 1 | J: 8 | K: 16
Cc1cccc(C(=O)Nc2ccc(Cl)cc2C(=O)c2ccccc2)c1
  A: -10 | B: -15 | C: -6 | D: 7 | E: 7 | F: 0 | G: -4 | H: -9 | I: -2 | J: 5 | K: 2
COc1ccccc1CCNC1CCCC(C)C1 (stereo not given)
  A: 2 | B: 11 | C: 4 | D: 8 | E: 4 | F: 12 | G: -25 | H: -4 | I: -1 | J: 16 | K: -23
Cc1cccc(-n2c(=S)[nH]c3ccccc3c2=O)n1
  A: -17 | B: 20 | C: -5 | D: 12 | E: -7 | F: 6 | G: 12 | H: -16 | I: -2 | J: 5 | K: 35
COc1ccc(CCNC2CCCCC2)cc1
  A: -18 | B: 15 | C: -22 | D: -3 | E: -7 | F: -7 | G: -11 | H: 5 | I: 0 | J: 2 | K: -6
O=C1CN=C(c2ccc(Br)cc2)c2oc3ccccc3c2N1
  A: 5 | B: 15 | C: 17 | D: 8 | E: -83 | F: 1 | G: 2 | H: -1 | I: -3 | J: -18 | K: -24
COc1ccccc1-n1c(/C=C/c2ccc(O)cc2)nc2ccccc2c1=O
  A: 11 | B: -7 | C: -5 | D: 3 | E: 10 | F: 16 | G: -5 | H: -3 | I: 8 | J: 5 | K: 22
CCCN(CCC)C1CCc2cccc(O)c2C1 (stereo not given)
  A: 4 | B: -11 | C: 4 | D: 3 | E: -4 | F: -1 | G: -7 | H: 5 | I: 2 | J: 1 | K: 0
O=C1NCN(c2ccccc2)C12CCN(C(CCc1ccccc1)c1nnnn1C1CCCC1)CC2 (stereo not given)
  A: 22 | B: 9 | C: -32 | D: -10 | E: . | F: -10 | G: 5 | H: -7 | I: . | J: -2 | K: 41
O=C(c1cccs1)N1C2CCC1CC(O)(c1cccnc1)C2 (stereo not given)
  A: -10 | B: 12 | C: -13 | D: -3 | E: -3 | F: -5 | G: -21 | H: 4 | I: 0 | J: -13 | K: -5
Cn1c(O)c(/C=C2/C=CC=N2)c(=O)[nH]c1=O
  A: 4 | B: -2 | C: -7 | D: 0 | E: 2 | F: 5 | G: -11 | H: -5 | I: 7 | J: 2 | K: 8
CN1CCCC(C(O)(c2ccccc2)c2ccccc2)C1 (stereo not given)
  A: 24 | B: 0 | C: -6 | D: -2 | E: -5 | F: -1 | G: -10 | H: -7 | I: -8 | J: 7 | K: 5
Cc1ccc(-c2nc3ccccc3c(=O)n2-c2cccc(O)c2)cc1
  A: -30 | B: 6 | C: -10 | D: -5 | E: 6 | F: -11 | G: 19 | H: -4 | I: -4 | J: 2 | K: 18

Nothing new here: entries from further up.
Labels used below – A = NCOA2 inhibitor; B = SRC3 inh; C = LRH-1 inv ag; D = C8 TRAIL sens; E = LMP1 NFkB inh; F = NCOA1 inh; G = TROY NFkB inh; H = NOD2 RIPK2 PPI; I = TLR9-MyD88 inh; J = COUP-TFII inh; K = TWEAK Fn14 block
Cn1c(O)c(/C=C2/C=CC=N2)c(=O)[nH]c1=O
  A: 4 | B: -2 | C: -7 | D: 0 | E: 2 | F: 5 | G: -11 | H: -5 | I: 7 | J: 2 | K: 8
CN1CCCC(C(O)(c2ccccc2)c2ccccc2)C1 (stereo not given)
  A: 24 | B: 0 | C: -6 | D: -2 | E: -5 | F: -1 | G: -10 | H: -7 | I: -8 | J: 7 | K: 5

Next structures:
Labels used below – A = NCOA2 inhibitor; B = SRC3 inh; C = LRH-1 inv ag; D = C8 TRAIL sens; E = LMP1 NFkB inh; F = NCOA1 inh; G = TROY NFkB inh; H = NOD2 RIPK2 PPI; I = TLR9-MyD88 inh; J = COUP-TFII inh; K = TWEAK Fn14 block
Cn1cc(NC(=O)CCl)cn1
  A: 10 | B: -4 | C: 56 | D: -5 | E: -21 | F: 15 | G: 1 | H: -16 | I: -4 | J: -17 | K: 39
O=C1NC(=S)NC(=O)C1=Cc1ccc(Br)s1
  A: -28 | B: 11 | C: 1 | D: 18 | E: 0 | F: -9 | G: 3 | H: 2 | I: 1 | J: 2 | K: 5
CC(C)N1CCN(Cc2ccccc2C(F)(F)F)CC1CCO (stereo not given)
  A: 8 | B: 26 | C: 27 | D: 3 | E: -3 | F: 6 | G: -9 | H: 4 | I: 8 | J: -8 | K: -13
COC(=O)C1=C(c2ccccc2OCc2ccccc2)C[C@@H]2CC[C@H]1N2C(=O)NCc1cccc(F)c1
  A: 8 | B: 9 | C: -6 | D: 8 | E: 1 | F: 4 | G: -2 | H: -6 | I: 5 | J: -20 | K: 10
CCOC(=O)[C@]12Cc3c(cc(OC)c(OC)c3OC)[C@H]1N(Cc1ccccc1)C(=O)c1ccccc12
  A: 3 | B: 13 | C: -6 | D: -1 | E: -8 | F: -2 | G: -10 | H: -4 | I: 2 | J: 5 | K: 0
CC(Cc1ccccc1Sc1ccccc1O)N(C)C (stereo not given)
  A: 7 | B: 0 | C: 10 | D: -5 | E: -1 | F: 16 | G: 9 | H: 2 | I: -2 | J: 17 | K: 29
CC1CN=C(NCc2ccncc2)S1 (stereo not given)
  A: 8 | B: 18 | C: 3 | D: -2 | E: -1 | F: -22 | G: -1 | H: 0 | I: -4 | J: 4 | K: -1
COCCn1cc(C(=O)N2CCC3(CC2)OCCO3)c2c3ccccc3n(C)c2c1=O
  A: -13 | B: -2 | C: -8 | D: -6 | E: -12 | F: -18 | G: -21 | H: -4 | I: 10 | J: 4 | K: 18
CN1CCN(c2ccc([N+](=O)[O-])c(Sc3nncn3C)c2)CC1
  A: 10 | B: 12 | C: 24 | D: 5 | E: -7 | F: 10 | G: -10 | H: -10 | I: -6 | J: 6 | K: 12
COc1cc(/C=C2/C(=O)NC(=O)N(c3ccc(C)cc3)C2=O)cc(OC)c1OC
  A: -40 | B: 15 | C: -12 | D: -10 | E: -2 | F: 17 | G: -22 | H: 0 | I: -14 | J: 8 | K: 16
COc1ccc(-n2nnnc2C(C2CC2)N2CCC(n3c(=O)[nH]c4ccccc43)CC2)cc1 (stereo not given)
  A: 12 | B: 22 | C: 11 | D: 13 | E: . | F: 9 | G: 19 | H: -8 | I: . | J: -8 | K: 28
ClC(Cl)(Cl)c1ccccc1
  A: -5 | B: -1 | C: -20 | D: -14 | E: -1 | F: -10 | G: -4 | H: 0 | I: -1 | J: 5 | K: -3
COC(=O)C1=C(c2ccc(S(C)(=O)=O)cc2)C[C@@H]2CC[C@H]1N2C(=O)NC(C)C
  A: -14 | B: 9 | C: -7 | D: 0 | E: -7 | F: -5 | G: 1 | H: -1 | I: 1 | J: 0 | K: 0
Cc1cccc(N2C(=O)NC(=O)/C(=C\c3ccc(N4CCOCC4)cc3)C2=O)c1
  A: -2 | B: 11 | C: -9 | D: -4 | E: -3 | F: -12 | G: 5 | H: -1 | I: 9 | J: 6 | K: 2
O=[N+]([O-])[N-][n+]1cnn(Cc2ccccc2)c1
  A: -28 | B: -38 | C: -21 | D: 5 | E: 3 | F: -6 | G: -1 | H: -1 | I: -4 | J: 9 | K: 20
N#Cc1ccccc1Cn1cc(C(=O)C2CC2)c2ccccc21
  A: 7 | B: -14 | C: -17 | D: 17 | E: 0 | F: -4 | G: 8 | H: 1 | I: 3 | J: 11 | K: -9
CN(C)C(CNC(=O)Cc1ccc(Br)cc1)c1ccccc1 (stereo not given)
  A: -4 | B: 17 | C: -5 | D: -6 | E: -9 | F: -12 | G: -15 | H: 2 | I: -2 | J: -3 | K: 27
Cn1cccc1/C=C1/C(=O)NC(=S)N(Cc2ccc(F)cc2)C1=O
  A: -6 | B: 7 | C: -31 | D: 11 | E: 3 | F: 0 | G: 6 | H: -2 | I: 10 | J: 4 | K: 3
CCN(CC)C(=O)N[C@H]1C[C@@H]2c3cccc4[nH]cc(c34)C[C@H]2N(C)C1
  A: -3 | B: 3 | C: -1 | D: 1 | E: -13 | F: -10 | G: 0 | H: -11 | I: -1 | J: 11 | K: -8
Cc1cc(Cl)ccc1OCCCC(=O)NCc1cccs1
  A: -11 | B: 4 | C: 1 | D: 20 | E: 6 | F: -11 | G: 5 | H: -3 | I: 2 | J: 2 | K: -12
O=c1cccc2n1C[C@@H]1C[C@@H]2CN(CC(O)c2ccc([N+](=O)[O-])cc2)C1 (stereo not given in full)
  A: -14 | B: -24 | C: 14 | D: -21 | E: 4 | F: -14 | G: 3 | H: -8 | I: 3 | J: -5 | K: 10
CCC(=NCc1ccco1)c1c(O)n(-c2ccc(OC)cc2)c(=O)[nH]c1=O
  A: 3 | B: 15 | C: 13 | D: 1 | E: 0 | F: 7 | G: -15 | H: 6 | I: -7 | J: 6 | K: -26
CC1CCCN(c2ccc(C(=O)N3CCC4(CC3)OCCO4)cc2[N+](=O)[O-])C1 (stereo not given)
  A: -6 | B: 15 | C: 8 | D: -16 | E: -1 | F: 0 | G: 5 | H: 4 | I: -3 | J: 23 | K: -14
COC(=O)C1=C(c2cc3ccccc3s2)C[C@@H]2CC[C@H]1N2C(=O)NCc1ccc(C(F)(F)F)cc1
  A: -21 | B: 11 | C: -2 | D: 26 | E: -6 | F: 11 | G: 19 | H: 7 | I: 0 | J: 4 | K: 41
CNCC(O)c1cccc(OC(=O)c2ccccc2C)c1 (stereo not given)
  A: -19 | B: -8 | C: -4 | D: -5 | E: -9 | F: -55 | G: 0 | H: 3 | I: 1 | J: -30 | K: 6
O=[N+]([O-])c1ccc(C2[C@H]3C(c4ccccc4)=NC4(CCCCC4)N23)cc1 (stereo not given in full)
  A: -5 | B: 10 | C: 0 | D: 10 | E: 1 | F: 19 | G: -13 | H: 0 | I: 5 | J: 6 | K: 6
